Assay outcomes deposited in PubChem BioAssay by National Center for Advancing Translational Sciences (NCATS).
LmPK inh = LmPK (Leishmania mexicana) enzyme inhibition; Q27686; purified LmPK, Kinase-Glo ATP luminescence, 1 h; Potency, µM (highest dose often 57.5 µM), for inactives: at the top dose activity change, negative = inhibition, actives largely listed as inhibitors; hit rate 0.37% among 290,000; AID 1721; further: potency means the concentration at half of the fitted maximal effect; on the % scale 0 is the no-effect control and ±100 the full control effect
Target sequence (Q27686 whole entry, looked up): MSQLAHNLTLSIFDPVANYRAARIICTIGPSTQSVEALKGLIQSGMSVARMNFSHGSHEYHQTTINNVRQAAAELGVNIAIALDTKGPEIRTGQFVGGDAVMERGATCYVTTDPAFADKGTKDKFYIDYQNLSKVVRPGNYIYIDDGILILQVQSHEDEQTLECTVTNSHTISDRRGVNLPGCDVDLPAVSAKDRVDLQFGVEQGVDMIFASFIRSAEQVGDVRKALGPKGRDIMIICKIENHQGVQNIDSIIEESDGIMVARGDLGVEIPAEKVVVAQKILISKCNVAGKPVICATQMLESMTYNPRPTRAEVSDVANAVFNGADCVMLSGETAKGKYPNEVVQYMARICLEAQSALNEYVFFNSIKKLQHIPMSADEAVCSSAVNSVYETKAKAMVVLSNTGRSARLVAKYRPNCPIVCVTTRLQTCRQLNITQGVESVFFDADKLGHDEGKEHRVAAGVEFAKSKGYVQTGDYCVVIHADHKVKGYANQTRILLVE
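ATP generated from ADP (0.1 mM) and PEP (0.5 mM) by 0.1 nM LmPK over 1 h at room temperature (pH 7.2 imidazole buffer) was detected by coupled luciferase luminescence. Values were normalized to uninhibited and no-enzyme wells.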
Pf growth 48h = inhibits P. falciparum growth in the first generation, 48 h; P. falciparum luciferase growth in erythrocytes, 48 h; Potency, µM (top dose mostly 28.7 µM), for inactives: at the top dose activity change, negative = inhibition, usual class: inhibitors; hit rate 5.9% among 310,000; AID 504832; further: potency means the concentration at half of the fitted maximal effect; on the % scale 0 is the no-effect control and ±100 the full control effect
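Growth was read as firefly luciferase luminescence after a 48 h, 37 C, 5% CO2 exposure of compounds to reporter-bearing P. falciparum cultures (0.1% parasitemia, 2% hematocrit final) in Albumax-supplemented RPMI 1640.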
Shiga toxin inh = Shiga toxin inhibition | Vero cells, Shiga toxin protein synthesis inhibition reporter | inhibition, % at 38.7 µM | hit rate 9.2% among 290,000 | AID 2315; in the data active means inhibition mostly above about 28%, no sharp cut-off; inactive means mostly below about 43%; further: 0% is about no effect
Pf growth 96h = P. falciparum growth inhibition at 96 hours; P. falciparum luciferase reporter growth, 96 h; Potency, µM (titrated, usually from 28.7 µM), for the others: at the highest dose activity change, negative = inhibition, usual class: inhibitors; hit rate 6.9% among 320,000; further: potency means the concentration at half of the fitted maximal effect; on the % scale 0 is the no-effect control and ±100 the full control effect
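Two-generation exposure (96 h) targets delayed-death phenotype. Reporter parasites carrying integrated firefly luciferase, in red cells at 2% hematocrit and 0.05% parasitemia final, kept at 37 C, 5% CO2; luminescence loss indicates inhibition.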
AMA1-RON2 inh = disrupts binding of P. falciparum AMA1 to RON2 | AID 720542 | AlphaScreen AMA1-biotinylated RON2 peptide binding | Potency, µM (series often up to 58.2 µM), for inactives: top-dose activity change, negative = inhibition, hits mostly inhibitors | hit rate 0.2% among 360,000;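 further: potency means the concentration at half of the fitted maximal effect; 0% = vehicle wells and -100% = peptide control; nearly all actives have a fitted effect of over 45% in size; some results filed as inactive show a strong effect at the top dose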
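AMA1 (3D7) with his tag at 25 nM final met compounds first, then biotinylated RON2 peptide at 25 nM; detection used donor plus acceptor beads, 10 µg/mL apiece, read by AlphaScreen after 30 min at room temperature.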
Tb PYK inh = inhibitors of Trypanosoma brucei pyruvate kinase. Q57TT1. TbPYK enzyme, Kinase-Glo Plus ATP luminescence, 45 min. Potency, µM (top dose mostly 76.8 µM), for the others: top-dose activity, negative = inhibition, actives largely listed as inhibitors. hit rate 0.12% among 410,000. AID 624173; further: potency means the concentration at half of the fitted maximal effect; on the % scale 0 is the no-effect control and ±100 the full control effect; nearly all actives have a fitted effect of over 50% in size
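Luminescent Kinase-Glo Plus end-point after 45 min room-temperature reaction of T. brucei pyruvate kinase started with 130 uM ADP (final). Buffer TEA 50 mM pH 7.2 with KCl, MgCl2, BSA, Tween-20; titration-based qHTS with fitted concentration-effect curves.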
Cycloheximide cs = counter-screen for Shiga toxin inhibitors: cycloheximide protein synthesis inhibition; cell reporter, cycloheximide protein synthesis inhibition counterscreen; max response, %; hit rate 12% among 300,000; in the data active means max response mostly above about 13%, no sharp cut-off; inactive means mostly below about 14%; further: read at 38.3 µM for the half of the compounds with a filed dose; 0% is about no effect
* = called active by the depositor; ? = inconclusive; · = not tested or not shown; [ ] = another dose, or the depositor's remark. Unless noted, the call rests on the fitted dose curve; in most records, active means well fitted curve in the direction sought with a large enough effect; inconclusive means small, poorly fitted or top-dose-only effect, or another doubt; inactive means no such curve, though single readings can be large; an effect the other way counts as inactive or inconclusive.

Values in the order: LmPK inh	Pf growth 48h	Shiga toxin inh	Pf growth 96h	AMA1-RON2 inh	Tb PYK inh	Cycloheximide cs
> COc1ccc(S(=O)(=O)N(C)CC(=O)Nc2ccc3c(c2)OCO3)cc1OC
    6%	3%	16	-3%	-2%	1%	7.8*
> O=C(NCCN1CCCCC1)/C(=N\O)c1ccccc1
    -1%	23%	14	6%	-3%	2%	-2
> CCCCCCc1ccc(OCC(=O)O)cc1OCC(=O)O
    0%	16%	-11	20%	-16%	-1%	-4
> CC(C)(C)C(=O)NNC(=O)c1cc2sccc2s1
    -1%	-19%	-2	66%[activator]	-2%	2%	6
> COc1ccc(N2CCN(C(=O)[C@@H](NC(=O)c3ccccc3Cl)C(C)C)CC2)cc1
    7%	?	-4	?	-3%	-1%	10
> COc1cc(/C=N/NC(=O)C23CC4CC(CC(C4)C2)C3)cc(Br)c1O
    -1%	7%	26*	-21%	26%	-5%	4
> O=S(=O)(Nc1nccs1)c1cnc(Cl)c(Br)c1
    0%	-2%	-4	7%	24%	-6%	3
> O=C(NNC(=O)c1ccc(NC(=O)c2ccccc2)cc1)c1ccccc1
    6%	26%	-11	?	-16%	6%	-1
> O=C(NCCCN1CCCC1)c1ccc(CSCc2cccc(Cl)c2)o1
    -8%	·	-18	?	-7%	-20%	-2
> COc1ccc(C(=O)Nc2cc([N+](=O)[O-])ccc2N2CCN(C)CC2)cc1
    4%	0%	-28	44%[activator]	-6%	-7%	-1
> COc1ccc(CCNC(=O)c2sc3ccccc3c2Cl)cc1OC
    7%	-4%	-2	137%[activator]	?	-3%	-8
> CCc1nc2ccccc2n1Cc1ccccc1F
    -1%	-16%	-8	-12%[5.75 µM]	7%	0%	1
> CC(C)c1ccc(S(=O)(=O)c2n[nH]n3c2nc(=O)c2ccccc23)cc1
    -5%	20%	7	87%[activator]	-15%	3%	-2
> CCOC(=O)c1cc2c(=O)n3cccc(C)c3nc2n(CCCOC)c1=NC(=O)c1cccnc1
    -2%	?	-28	0%	-18%	12%	-1
> Cc1cc(Br)cc(C)c1NC(=O)c1ccc(C#N)cc1F
    0%	-8%	-10	126%[activator]	16%	5%	1
> NC(=O)c1ccsc1NC(=O)c1ccc(S(=O)(=O)N2CCCC2)cc1
    1%[11.5 µM]	92%[activator]	139*	11%	-4%	0%	33*
> CC(=O)N1CCN(c2ccc(Nc3nc(C)nc4c3oc3ccccc34)cc2)CC1
    3%	-24%	18	?	6%	-1%	-3
> COc1ccccc1CN1CCc2c([nH]c3ccccc23)C1
    -6%	?	-9	4%	?	9%	-2
> COc1cccc(Nc2nnc(SCC(=O)Nc3sccc3C(N)=O)s2)c1
    -1%	?	41	?	35%[activator]	-8%	10
> Cc1ccc(S(=O)(=O)Cc2c(C)noc2C)cc1
    5%	31%[activator]	-8	9%[5.75 µM]	5%	-11%	1
> O=C(OCC(=O)N1CCN(C(=O)c2ccco2)CC1)c1sc2cc(F)ccc2c1Cl
    3%	15%	-16	51%[activator]	10%	-5%	-1
> Cc1ccc(S(=O)(=O)N2CCOCC2)cc1NC(=O)CSc1nccn1C
    -2%	-3%	-9	270%[activator]	18%	4%	-4
> Cc1cc(OCC(=O)Nc2nnc(C3CC3)s2)ccc1[N+](=O)[O-]
    -3%	4%	-5	?	-15%	-12%	1
> CN1N=C(C(=O)N2CCN(c3ccc([N+](=O)[O-])cc3)CC2)CCC1=O
    -1%	-13%	-5	-23%	12%[11.6 µM]	4%	-3
> CCCOc1ccc(/C=N/NC(=O)c2nnn(-c3nonc3N)c2-c2cccs2)cc1OC
    13%	13µM*	23	12µM*	-2%	3%	27
> Cc1cccc(-c2cc3nc(-c4ccccc4)cc(N4CCC5(CC4)OCCO5)n3n2)c1
    -2%	?	10	-26%	63%[activator]	-9%	-1
> FC(F)(F)c1cccc(N2CCN(C(=S)NC3CCCCC3)CC2)c1
    0%	-3%	-10	0%	-5%	-8%	1
> COc1cccc(-c2c[nH]c(=O)[nH]c2=O)c1
    4%	19%	-2	0%	?	-6%	-3
> Cc1cc(NS(=O)(=O)c2ccc(CC(C)C)cc2)no1
    5%	0%	-7	·	-6%	1%	-3
> O=C(NCC1(N2CCCCC2)CCCCC1)c1ccc(NS(=O)(=O)c2ccc(F)cc2)cc1
    ·	15µM*	·	10µM*	-5%	1%	·

Following part
Values in the order: LmPK inh	Pf growth 48h	Shiga toxin inh	Pf growth 96h	AMA1-RON2 inh	Tb PYK inh	Cycloheximide cs
> COc1ccc(CN(C)C(=O)c2ccc(NS(=O)(=O)c3ccc(F)cc3)cc2)c(OC)c1OC
    -11%	?	19	?	7%	5%	-2
> O=C1N=C(N2CCCCC2)SC1=C1CCCC1
    3%	·	45*	-2%	-1%	-2%	26*
> CCC(NS(=O)(=O)c1cn(C)nc1C)c1ccccc1 (centres undefined)
    1%	0%	-3	?	1%	-1%	-2
> COc1ccc(CNc2ncc(-c3ccccc3)n2C)c(OC)c1OC
    -11%	?	·	?	?	-4%	-2
> O=C(CSc1nc2ccccc2o1)N1c2ccccc2Sc2ccccc21
    6%	?	-14	53%[activator]	-15%	-2%	21
> COc1cc(NS(=O)(=O)c2ccc(F)cc2)c(C(=O)O)cc1OC
    -7%	?	12	?	0%	1%	-1
> CC(=O)Nc1ccc(NC(=O)CN(c2ccc([N+](=O)[O-])cc2)S(=O)(=O)c2ccccc2)cc1
    -1%	22%	5	2.9µM*	-6%	5%	-2
> Cc1ccc(C(CNC(=O)Nc2ccccc2)N2CCN(C)CC2)cc1 (centres undefined)
    4%	6%	-4	15%	-2%	-4%	-1
> CCOC(=O)c1c(-c2ccccc2)oc2ccc(OC)cc12
    1%	23%	16	·	69%[activator]	2%	-3
> Cc1c(CCC(=O)O)c(=O)n2c([nH]c3ccccc32)c1C#N
    -16%	·	-7	-46%	-7%	2%	-1
> CCCCCOc1ccc(N2C(=O)C3C4C=CC(C3C2=O)N(C)C4=O)cc1 (centres undefined)
    -1%	-11%	17	?	2%	-3%	-1
> Cc1cccc(C)c1NC(=O)CCCSc1nnc(-c2ccc(Cl)cc2)n1-c1ccccc1
    -4%	-4%	-12	?	0%	-16%	1
> COc1ccc([C@@H]2[C@H]3CN(C(C)=O)CC=C3C(C#N)=C(N)C2(C#N)C#N)c2ccccc12
    1%	?	-4	0%	-3%	-1%	-1
> CC(=O)CC(C)(C)Nc1nc2cc([N+](=O)[O-])ccc2o1
    -9%	34%[activator]	20	35%[activator]	-4%	-2%	9
> Cc1csc(NC(=O)CSc2nnc(Cc3cccn3C)n2CCc2ccccc2)n1
    -2%	?	-11	?	-7%	-8%	-5
> COc1ccc(C)cc1S(=O)(=O)N(C)CC(=O)Nc1ccccc1
    0%	-13%	-2	-3%	-1%	-2%	-2
> O=C(c1cc2ccccc2oc1=O)N1CCN(c2ccc(N3CCOCC3)nn2)CC1
    1%	-3%	19	-24%	7%	1%	-3
> CC(C)CC(=O)Nc1cccc2c1C(=O)N(c1ccccc1)C2=O
    -2%	-16%	7	-15%	-1%	-3%	-3
> O=C(CCNC(=O)C1CCN(S(=O)(=O)c2ccc(F)cc2)CC1)NCc1ccccc1Cl
    1%	6%	-11	4%	1%	0%	-6
> COc1ccc(CC(=O)N(C)CC(=O)Nc2c(C)cccc2C)cc1S(=O)(=O)N1CCOCC1
    ·	-22%	·	-4%	50%[activator]	3%	·
> CCOc1ccc(C(=O)NN2C(=S)NC(C)(C)C=C2C)cc1
    5%	15%	16	6%	9%	-3%	-2
> Cc1ccccc1CNC(=O)c1ccccc1C
    -3%	·	-4	-13%	7%	-6%	-3
> Cn1c(Cn2cnc3ccccc32)nnc1SCc1ccccc1
    0%	-14%	-9	?	-7%	3%	2
> COC(=O)c1c(C)[nH]c(C(=O)CN(C)CC(=O)Nc2cccc(F)c2)c1C
    ·	-27%	·	-16%	0%	3%	·
> CC(C)(C)c1ccc(C(=O)NCC(=O)OCC(=O)c2ccc3c(c2)-c2ccccc2C3)cc1
    2%	8%	-2	23%	4%[2.32 µM]	-14%	2
> Cc1nnc(Sc2c(N)n(C)c(=O)n(C)c2=O)s1
    -6%	·	-16	-7%	2%	10%	-3
> Cc1nn(CC(=O)NCCc2ccccc2)c(=O)c2cccn12
    3%	42%[activator]	7	-4%	1%	10%	12
> Cc1ccc(-n2nc3c(=O)n(CCCC(=O)NCc4ccc(C)o4)nc(C)c3c2C)cc1
    6%	10µM*	-4	?	-2%	12%	12
> O=C(O)CSCc1nc2ccccc2s1
    3%	74%[activator]	50	74%[activator]	0%	-4%	28*
> CCN(C(=O)CN1C(=O)/C(=C/c2ccccc2F)SC1=S)C1CCS(=O)(=O)C1 (centres undefined)
    -9%	-6%	-3	?	3%	-17%	-2

Continuation.
Values in the order: LmPK inh	Pf growth 48h	Shiga toxin inh	Pf growth 96h	AMA1-RON2 inh	Tb PYK inh	Cycloheximide cs
> CCOc1ccc(CNc2ncnc(N)n2)cc1
    -2%	·	4	?	-10%	2%	-3
> O=C(NC1CCCc2ccccc21)C1CCC(CNc2c(N3CCOCC3)c(=O)c2=O)CC1 (centres undefined)
    0%	20%	-5	10µM*	3%	-6%	-1
> O=C(CNC(=O)C1COc2ccccc2O1)N/N=C/c1ccc(O)cc1O (centres undefined)
    3%	?	-7	?	86%[activator]	-12%	-4
> CCCOC(=O)c1ccc(OCC(O)CN2CCN(C(=O)c3ccccc3)CC2)cc1 (centres undefined)
    8%	-2%	8	·	4%	3%	17
> CCN(Cc1ccncc1)Cc1cn[nH]c1-c1ccc(OC)cc1F
    6%	-12%	-2	?	-9%	-2%	6
> C/C(CC(=O)NC12CC3CC(CC(C3)C1)C2)=N\NC(=O)c1ccc(F)cc1
    13%	0%	34	17%	138%[activator]	0%	13
> COc1ccc(N(CC(=O)N2CCc3ccccc3C2)S(=O)(=O)c2c(C)[nH]c(=O)[nH]c2=O)cc1
    10%	·	-10	?	-6%	4%	-2
> Cc1cc(C)c(OCC(=O)Nc2ccc3c(c2)OCO3)cc1C
    1%	24%	16	38%[activator]	-8%	0%	21*
> CC(C(=O)Nc1cc([N+](=O)[O-])ccc1Cl)N1CCN(c2ccccc2O)CC1 (centres undefined)
    6%	6.6µM*	-7	?	0%[2.32 µM]	-2%	1
> Cc1ccc(OCCNC(=O)CNC(=O)c2ccc3c(c2)OCO3)cc1
    ·	11%	·	15%	1%	-5%	·
> COc1ccc(-c2cc3ccc(OCC(=O)NCC4CCC(C(=O)O)CC4)cc3oc2=O)cc1 (centres undefined)
    0%	52%[activator]	29*	118%[activator]	-2%	-4%	27*
> CSCCOC(=O)c1[nH]c2c(c1C)C(=O)CC(c1ccco1)C2 (centres undefined)
    1%	?	-5	3.7µM*	-25%	-3%	-3

Full records, quoted from the list. Order of screens: LmPK inh | Pf growth 48h | Shiga toxin inh | Pf growth 96h | AMA1-RON2 inh | Tb PYK inh | Cycloheximide cs
Entry for CC(C(=O)Nc1cc([N+](=O)[O-])ccc1Cl)N1CCN(c2ccccc2O)CC1 (centres undefined) = 6% | 6.6µM* | -7 | ? | 0%[2.32 µM] | -2% | 1
Entry for CSCCOC(=O)c1[nH]c2c(c1C)C(=O)CC(c1ccco1)C2 (centres undefined) = 1% | ? | -5 | 3.7µM* | -25% | -3% | -3
